Lipid droplet: inhibitors of hepatocyte lipid droplet formation, primary screen, imaging, high-throughput imaging, BODIPY stain. 0.4% of 240,000 active. inhibition, % at 6.5 µM. AML12 mouse hepatocytes, oleate lipid droplets. AID 1656, 2009;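 active = lipid droplet intensity inhibited by at least 50%, with more than 500 cells counted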
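Assay system: AML12 mouse liver cells | Compound dosing: One dose, 6.5 µM compound | Read-out basis: Droplet intensity reduction, % inhibition | Measured by: Fluorescence imaging, 20x objective, two fields per well | Schedule: Overnight treatment with compound plus oleate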
b-catenin transl: modulators of beta-catenin nuclear translocation, primary screen, imaging, HeLa cells, immunofluorescence, high-content; nuclear translocation activity, % at 5 µM; 0.3% of 190,000 active; AID 1665, 2009;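 active = nuclear translocation activity above 50% at 5 µM, with a well cell count of 50 or more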;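 note: per-cell ratio of nuclear to cytoplasmic median beta-catenin stain intensity; plate controls were DMSO negative control for no effect and GSK-3 inhibitor IX positive control for full effect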
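Technique: fluorescence imaging of beta-catenin antibody stain plus DAPI / Material: human HeLa cell line / Incubation: compound treatment 24 h, 37°C, 5% CO2 / Read-out basis: % activation of per-cell nuclear versus cytoplasmic median beta-catenin signal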
MT stabilize HCS: microtubule stabilizers in HeLa cells, primary screen, imaging, high-content imaging; 0.83% of 200,000 active; % tubulin-high responders, % at 10 µM; AID 2205, 2009; HeLa tubulin immunostaining HCS, 24 h; share of cells brighter than vehicle mean+2SD;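 active = plate Z-score above 3 for both tubulin-high and condensed-nucleus cell shares, with cell loss under 80%, at 10 µM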;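 note: anti alpha tubulin signal scored within the nucleus-defined area of each cell; some results filed as inactive read as strong as hits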
ER stress rescue: rescue of cells from ER stress-induced death, primary screen, 384-well, CSM14.1, thapsigargin, ATP luminescence (AID 1222) | CSM14.1 thapsigargin-induced death rescue, ATP luminescence; higher % means a stronger effect | cellular ATP content (survival), % at 20 µM; hits with a dose series show EC50 in µM | 190,000 tested, under 10 active;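 active = EC50 below 50 µM in the dose-response confirmation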;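 note: death triggered by thapsigargin at about 15 µM added after 2 h compound pretreatment; cell ATP read after overnight thapsigargin exposure of roughly 18 to 22 hours; normalized against plate controls of thapsigargin alone and 5% DMSO vehicle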
Ins promoter up: insulin promoter activators in MIN6 cells, imaging, high-content screening, mouse beta cells; MIN6 insulin promoter-GFP reporter; hits give high values; 0.3% of 190,000 active; z-score at 5 µM;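 active = z-score above 3 at 5 µM with at least 500 cells counted in the well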
Salmonella PhoP GFP: inhibitors of PhoP regulon expression, primary screen, Salmonella Typhimurium, GFP reporter (AID 1863); 0.16% of 300,000 active; inhibition, % at 50 µM, or IC50 in µM where a hit was titrated; S. Typhimurium PhoP-regulated promoter GFP reporter, 4 h; higher % means a stronger effect;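 active = inhibition over 29.93%, a cutoff 3 SD above the screen mean, later confirmed by dose response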;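 note: 0% = low Mg2+ inducing control and 100% = high Mg2+ repressing control; strong numbers were not always called active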
Autophagy HCS: autophagy modulators in MEF cells, primary screen, imaging, high-content, MEF GFP-LC3; MEF GFP-LC3 puncta imaging; test concentration mostly 10 µM; calls only at 10 µM (by protocol); 0.98% of 190,000 active; AID 463193, 2010;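 active = percentage of spot-positive cells more than 3 SD above its plate mean, without a fluorescence outlier flag or 80% toxicity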;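 note: spot-positive cell cutoff set from DMSO-treated cells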
T cell modulator: modulators of CD8 T cell-vesicle binding, primary screen, mouse 2C CD8+ T cells, flow cytometry | 0.068% of 330,000 active | calls only at 7 µM | 2C CD8+ T cell-vesicle binding; hits give low values;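 active = response, share of CD8 T cells binding vesicles, and their 90th percentile fluorescence all below set limits, cut at about 80% in these data, passing the limit was not always enough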
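Incubation: binding step 1.5 h, 37 °C, antibody labelling 20 min, ice; system: murine 2C transgenic CD8+ T lymphocytes; technique: cytometric PE anti-B7-1 and Alexa647 anti-CD8 signals after 1% paraformaldehyde fixation; also added: QL9-charged Drosophila Ld/ICAM-1/B7-1 vesicles; control set: naked versus QL9-loaded vesicles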
Dynein transport: inhibitors of GR-EGFP nuclear translocation, primary screen, dynein cargo transport inhibitor project, imaging, high-content, 3617.4 mouse cells | test concentration mostly 20 µM; stimulated with dexamethasone, 1 µM; hits give low values | 0.47% of 220,000 active | z-score, hits read low | AID 1381, 2008;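 active = plate z-score of nuclear minus cytoplasmic receptor signal below a set negative limit, without overly bright fluorescence or cell loss, cut at about -3.5 in these data, passing the limit was not always enough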;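 note: z-score of nuclear minus cytoplasmic ring GR-EGFP intensity difference per well; some compounds called inactive have numbers as strong as hits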
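Schedule: 48 h induction, then 1 h compound, then 30 min agonist, 37 °C. Buffer or medium: tetracycline-free induction medium containing charcoal-stripped FBS. Reagent: 1.0 µM final dexamethasone stimulus. Evaluation: nuclear versus cytoplasmic GR-EGFP signal, averaged per well. Signal: high-content fluorescence imaging after fixation.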
Dynein transport cytoplasmic EGFP: recorded beside Dynein transport, whose call it bears; z-score; measured here: cytoplasmic GR-EGFP intensity; hits give high values
Dynein transport nuclear GR-EGFP: recorded beside Dynein transport, whose call it bears; z-score; measured here: nuclear GR-EGFP intensity;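 lower value marks the stronger effect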
Dynein transport cell count: further read-out of Dynein transport, marked with its call; z-score; measured here: cell count per field
Ins promoter up cell count: also measured in Ins promoter up; calls as there; cell count; measured here: cytotoxicity, nuclei count;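 total cells summed across four imaged fields per well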
Lipid droplet cells 6.5 µM: further read-out of Lipid droplet, marked with its call; cell count; measured here: cell count, cytotoxicity flag;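 cells counted across two imaged fields per well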
b-catenin transl cell count 5 µM: further read-out of b-catenin transl, marked with its call; cell count; measured here: cell count, cytotoxicity flag
T cell modulator vesicle-bound %: recorded beside T cell modulator, whose call it bears; double positive events, %; measured here: CD8+ vesicle-bound cell fraction;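 binding gate set so that unloaded-vesicle control wells show 10% double positive cells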
MT stabilize HCS Hoechst-high %: further read-out of MT stabilize HCS, marked with its call; % Hoechst-high responders; measured here: nuclear condensation Hoechst responders;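 share of cells brighter than vehicle mean plus two SD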
MT stabilize HCS cytotoxicity %: also measured in MT stabilize HCS; calls as there; toxicity, %; measured here: cytotoxicity by cell density;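 0% = mean cell density of plate MIN control wells and 100% = no cells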
Autophagy HCS cell loss 18 h: further read-out of Autophagy HCS, marked with its call; toxicity, %; measured here: cell loss, nuclei count;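 cell loss after 18 h compound exposure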
* hit, by the source's call; i = inactive; / = no result given.

The opening seven compounds as a preview:
SMILES	Lipid droplet	Lipid droplet cells 6.5 µM	b-catenin transl	b-catenin transl cell count 5 µM	MT stabilize HCS	MT stabilize HCS Hoechst-high %	MT stabilize HCS cytotoxicity %	ER stress rescue	Ins promoter up	Ins promoter up cell count	Salmonella PhoP GFP	Autophagy HCS	Autophagy HCS cell loss 18 h	T cell modulator	T cell modulator vesicle-bound %	Dynein transport	Dynein transport cytoplasmic EGFP	Dynein transport nuclear GR-EGFP	Dynein transport cell count
CC(C)N(CC(N)=O)C(=O)Cc1coc2cc3c(cc12)CCC3	-23	685	1.0	1052	9.5	1.9	13	0.9%	0.55	1509	14%	i	10	i	41	-0.29	-0.24	-0.17	-0.22
c1ccc(-c2cc(-c3ccccc3)on2)cc1	12	738	-1.7	1146	/	/	/	/	-0.08	1475	1%	/	/	i	26	0.16	-0.17	0.001	-0.45
CC1CN(c2nc3c(c(=O)n(Cc4ccc(Cl)cc4)c(=O)n3C)n2C)CC(C)O1 (stereo unspecified)	/	/	-3.5	990	2.7	4.3	11	-1.1%	-0.3	891	8%	i	4	i	40	0.11	-0.017	0.38	0.13
CCOc1ccccc1NC(=O)c1ccccc1N(C)S(C)(=O)=O	-9	727	-0.4	1086	3.4	2.1	8.8	-1.3%	-0.1	1376	5%	i	1	i	44	-0.85	-0.16	-0.14	1.3
CCn1c(=O)c(NC(=O)c2ccccc2)c2n(c1=S)CCCCC2	8	825	0.0	1135	2.0	1.5	4.3	-0.7%	0.21	1002	-10%	i	-10	i	45	-0.18	-0.18	0.58	0.32
Cc1[nH]c(=O)[nH]c(=O)c1Cc1cccc2ccccc12	-19	705	-1.3	863	5.6	6.3	1.8	0.4%	-0.41	1589	4%	i	4	i	39	0.82	-0.2	0.015	0.41
CCOc1ccccc1C(=O)NC1CCN(Cc2nnnn2C2CCCC2)CC1	/	/	-4.1	953	2.5	1.4	7.4	2.7%	-0.31	1060	-6%	i	3	/	/	-0.089	-0.28	0.092	-0.67

All compounds of this part, from the first entry:
SMILES	Lipid droplet	Lipid droplet cells 6.5 µM	b-catenin transl	b-catenin transl cell count 5 µM	MT stabilize HCS	MT stabilize HCS Hoechst-high %	MT stabilize HCS cytotoxicity %	ER stress rescue	Ins promoter up	Ins promoter up cell count	Salmonella PhoP GFP	Autophagy HCS	Autophagy HCS cell loss 18 h	T cell modulator	T cell modulator vesicle-bound %	Dynein transport	Dynein transport cytoplasmic EGFP	Dynein transport nuclear GR-EGFP	Dynein transport cell count
CC(C)N(CC(N)=O)C(=O)Cc1coc2cc3c(cc12)CCC3	-23	685	1.0	1052	9.5	1.9	13	0.9%	0.55	1509	14%	i	10	i	41	-0.29	-0.24	-0.17	-0.22
c1ccc(-c2cc(-c3ccccc3)on2)cc1	12	738	-1.7	1146	/	/	/	/	-0.08	1475	1%	/	/	i	26	0.16	-0.17	0.001	-0.45
CC1CN(c2nc3c(c(=O)n(Cc4ccc(Cl)cc4)c(=O)n3C)n2C)CC(C)O1 (stereo unspecified)	/	/	-3.5	990	2.7	4.3	11	-1.1%	-0.3	891	8%	i	4	i	40	0.11	-0.017	0.38	0.13
CCOc1ccccc1NC(=O)c1ccccc1N(C)S(C)(=O)=O	-9	727	-0.4	1086	3.4	2.1	8.8	-1.3%	-0.1	1376	5%	i	1	i	44	-0.85	-0.16	-0.14	1.3
CCn1c(=O)c(NC(=O)c2ccccc2)c2n(c1=S)CCCCC2	8	825	0.0	1135	2.0	1.5	4.3	-0.7%	0.21	1002	-10%	i	-10	i	45	-0.18	-0.18	0.58	0.32
Cc1[nH]c(=O)[nH]c(=O)c1Cc1cccc2ccccc12	-19	705	-1.3	863	5.6	6.3	1.8	0.4%	-0.41	1589	4%	i	4	i	39	0.82	-0.2	0.015	0.41
CCOc1ccccc1C(=O)NC1CCN(Cc2nnnn2C2CCCC2)CC1	/	/	-4.1	953	2.5	1.4	7.4	2.7%	-0.31	1060	-6%	i	3	/	/	-0.089	-0.28	0.092	-0.67
OC(CSc1ccccc1Cl)CN1CCN(c2ccc(F)cc2)CC1 (stereo unspecified)	-34	601	0.6	1100	1.9	1.5	7.4	-0.6%	-0.09	1760	-14%	i	-2	i	41	-0.34	-0.22	-0.61	0.24
O=C(C[n+]1cc(-c2ccc(Cl)c(Cl)c2)n2c1CCC2)c1cccs1	22	710	-0.3	1324	/	/	/	/	0.15	1051	6%	/	/	i	35	-0.96	-0.29	0.12	0.83
CC1=CC(C)(C)NC(=S)N1c1cccc(C)c1	/	/	0.4	1367	3.0	1.8	3.6	-0.4%	0.74	1691	-9%	i	-1	i	44	-0.66	-0.15	-0.95	0.54
CC(C)C(=O)NC(=S)Nc1ccccn1	/	/	4.3	1431	2.2	1.7	5.7	-0.7%	0.83	1687	1%	i	9	i	11	1.8	-0.23	0.5	0.11
COc1cc(S(=O)(=O)N2CCN(Cc3ccc4c(c3)OCO4)CC2)c(C)cc1C	-18	718	-1.6	1090	4.5	2.1	6.7	/	/	/	11%	i	19	i	63	-0.41	-0.23	0.076	0.93
CC(C)(C)c1csc(N/N=C/c2cccnc2)n1	2	652	-0.7	1049	4.7	2.5	6.8	-1.1%	-0.22	1248	-5%	i	7	i	46	0.41	-0.29	0.7	-0.32
O=C(Nc1cccc(-c2nc3ccccc3[nH]2)c1)c1ccc(C(=O)Nc2cccc(-c3nc4ccccc4[nH]3)c2)cc1	6	721	-0.9	1452	/	/	/	/	/	/	-5%	/	/	/	/	-0.18	-0.25	0.33	0.71
Cc1cccc(Nc2nc(NCC3CCCO3)nc(N)c2[N+](=O)[O-])c1 (stereo unspecified)	4	709	-0.8	1102	2.4	2.0	9.0	4.1%	0.38	1484	-5%	i	-2	i	5	0.053	-0.27	-0.088	-0.13
COc1ccccc1/C=N/NC(=O)Cn1cnc([N+](=O)[O-])n1	11	788	/	/	1.1	1.8	8.5	-2.1%	/	/	2%	i	-43	i	59	-0.9	-0.13	-0.37	0.66
Cc1c(C=O)c(C=O)c(C)n1Cc1ccccc1	31	910	-3.2	983	1.2	1.5	6.7	-3.5%	/	/	-10%	i	-5	i	51	0.11	-0.087	0.17	0.009
C/C=C(\C)C(=O)NNC(=O)c1sc(-c2ccccc2)nc1C	0	710	0.6	1071	/	/	/	/	-0.35	1444	4%	/	/	i	44	0.53	-0.24	0.25	-0.095
CCOC(=O)c1nn(-c2ccccc2)c(C#N)c1N	12	711	0.5	1454	4.0	3.2	7.0	-1.9%	-0.26	1389	1%	i	1	i	4	1.1	-0.36	0.92	-0.76
CC(NCc1ccc(S(N)(=O)=O)cc1)C(=O)Nc1ccc([N+](=O)[O-])cc1Cl (stereo unspecified)	4	696	-1.3	1031	2.2	1.9	2.6	-0.5%	0.31	1632	-5%	i	-4	i	18	-0.69	-0.26	-0.5	1.2
CNC(=O)NC(=O)Cn1nc2n(c1=O)-c1ccccc1SC2	-3	724	-0.1	1322	/	/	/	/	-0.28	1133	-7%	/	/	i	28	0.42	-0.29	-0.045	0.4
O=C(CNC(=O)c1ccccc1F)N/N=C/c1cc(Br)ccc1OC(=O)/C=C/c1ccco1	4	676	/	/	1.9	2.6	4.6	4.3%	0.18	1407	-3%	i	9	i	56	-0.32	-0.28	-0.59	0.61
O=C(CNCCC1=CCCCC1)Nc1ccccc1N1CCCCCC1	-9	717	0.2	1314	/	/	/	/	-0.4	996	-7%	/	/	i	58	-0.45	-0.78	-0.43	-0.58
CCN(CC)C(=O)CSc1nnc(-c2cccnc2)n1CCc1ccccc1	/	/	0.7	1356	2.1	1.1	8.6	-1.4%	0.37	1506	-1%	i	-1	i	27	2.9	-0.11	1.4	-2
CCOC(=O)C1CCC(CN(Cc2ccccc2)S(=O)(=O)c2ccc([N+](=O)[O-])cc2)CC1 (stereo unspecified)	59*	666*	-1.6	1107	6.2	2.1	6.7	1.8%	-0.39	1413	-2%	i	23	i	42	-0.79	-0.21	-0.6	0.1
CCN(C(=O)CSc1n[nH]c(-c2cccs2)n1)C1CCS(=O)(=O)C1 (stereo unspecified)	-5	787	2.9	1242	/	/	/	/	0.13	1388	13%	/	/	i	27	-0.64	-0.26	-0.54	1.2

Hits appear at their usual frequency; about 3% have a hit in one of these screens.
